# MPTP block – mitochondrial permeability transition pore inhibitors, primary screen, biochemical, isolated mouse mitochondria, absorbance; actives 1.4% (n = 360,000); Ca2+ swelling absorbance, 30 min; inhibition, % at 10 µM;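 active means inhibition of 50% or more, scaled per plate between neutral and stimulator controls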;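 further: 0% = DMSO wells given calcium and 100% = 1 mM EGTA wells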
# hIAP act – human IAP activators, primary screen, biochemical, luminescence, uHTS. Intestinal-type alkaline phosphatase (Homo sapiens), P09923. purified human IAP, CDP-Star luminescence, 30 min; hits give high values; 1 = vehicle-only enzyme, 0 = enzyme-free background. activation factor at 10 µM. actives 0.16% (n = 330,000). AID 2524, 2010;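 active means activation factor of the enzyme at least 2-fold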; further: the source names both 10 and 20 µM as test concentration; values of inactives mirror those of a sister screen read the other way
# SENP8 inh – human SENP8 protease inhibitors, primary screen, biochemical, fluorescence, Nedd8 protein substrate, uHTS | recombinant SENP8 | inhibition, % at 20 µM | actives 0.64% (n = 360,000) | AID 602440, 2012; in the data active means inhibition mostly above about 40%, no sharp cut-off; inactive means mostly below about 27%
# Target sequence (Q96LD8 whole entry, looked up): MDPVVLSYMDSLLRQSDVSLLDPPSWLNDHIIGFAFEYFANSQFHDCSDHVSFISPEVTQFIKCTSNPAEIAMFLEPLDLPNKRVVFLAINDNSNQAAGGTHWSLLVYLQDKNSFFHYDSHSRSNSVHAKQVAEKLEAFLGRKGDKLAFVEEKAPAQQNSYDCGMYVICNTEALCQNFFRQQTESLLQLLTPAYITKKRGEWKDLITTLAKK
# SENP6 block – SENP6 protease inhibitors, primary screen, biochemical, luminescence, uHTS. Sentrin-specific protease 6 (Homo sapiens), Q9GZR1. Recombinant SENP6 catalytic domain, aminoluciferin luminescence. inhibition, % at 10 µM. actives 1.8% (n = 330,000);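 active means inhibition above about 50% at the single tested dose, limit read from the data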;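 further: plate controls were DMSO wells with enzyme for no effect and DMSO wells lacking enzyme for full effect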
# Target sequence (Q9GZR1 628-1112 limits assumed): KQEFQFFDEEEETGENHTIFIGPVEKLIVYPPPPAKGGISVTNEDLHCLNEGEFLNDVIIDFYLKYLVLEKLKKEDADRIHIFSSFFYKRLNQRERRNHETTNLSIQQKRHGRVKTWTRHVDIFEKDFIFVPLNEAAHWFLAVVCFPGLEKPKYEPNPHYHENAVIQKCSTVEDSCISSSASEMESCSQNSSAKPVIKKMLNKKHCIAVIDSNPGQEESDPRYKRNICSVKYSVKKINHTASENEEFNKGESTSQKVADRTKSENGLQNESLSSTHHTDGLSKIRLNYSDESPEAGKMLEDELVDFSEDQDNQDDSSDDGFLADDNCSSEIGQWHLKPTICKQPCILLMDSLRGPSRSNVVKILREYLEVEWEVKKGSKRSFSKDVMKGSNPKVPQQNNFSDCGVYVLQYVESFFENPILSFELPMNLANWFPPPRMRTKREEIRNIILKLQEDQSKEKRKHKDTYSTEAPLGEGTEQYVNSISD
# ATG4B inhibitor – ATG4B protease inhibitors, primary screen, biochemical, fluorescence, uHTS; AID 504462, 2011; ATG4B cleavage of LC3-PLA2, NBD-HPC fluorescence, 1 h; actives 0.51% (n = 340,000); inhibition, % at 8.33 µM; Cysteine protease ATG4B (Homo sapiens), Q9Y4P1; in the data active means inhibition above about 40%
# PfG6PD inh – PfG6PD enzyme inhibitors, primary screen, biochemical, fluorescence intensity, uHTS | glucose-6-phosphate dehydrogenase-6-phosphogluconolactonase (Plasmodium falciparum 3D7) | PfGluPho enzyme, NADPH resazurin-diaphorase fluorescence | inhibition, % at 20 µM | actives 0.78% (n = 350,000);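 active means inhibition reaching at least a set limit at 20 µM in the primary screen, cut at about 59% in these data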;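 further: 0% = DMSO wells with substrate and 100% = DMSO wells lacking glucose-6-phosphate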
# SENP1 FRET inh – human SENP1 catalytic domain inhibitors, primary screen, biochemical, FRET, uHTS | inhibition, % at 10 µM | AID 624204, 2012 | actives 0.21% (n = 360,000) | recombinant SENP1 catalytic domain, CyPet-SUMO1-YPet FRET cleavage;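 active means inhibition at least 30% at 10 µM, raw YFP signal under a set limit, fluorescence ratio 0.5 to 1.5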;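 further: 0% = enzyme with DMSO and 100% = no enzyme wells; some results filed as inactive read as strong as hits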
# Target sequence (Q9P0U3 419-644 limits assumed): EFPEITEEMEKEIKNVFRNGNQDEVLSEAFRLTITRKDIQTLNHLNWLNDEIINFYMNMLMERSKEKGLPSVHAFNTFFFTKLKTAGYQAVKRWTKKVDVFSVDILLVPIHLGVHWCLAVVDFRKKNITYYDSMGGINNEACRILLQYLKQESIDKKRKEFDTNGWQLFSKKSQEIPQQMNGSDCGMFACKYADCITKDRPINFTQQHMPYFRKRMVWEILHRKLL
#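 Test system: recombinant human SENP1 catalytic domain, His6-tagged / Medium: pH 8 Tris buffer with EDTA, NaCl, BME, BSA, NP40, catalase / Also added: SUMO1 FRET substrate flanked by Cypet and Ypet, 25 nM / Times: 50 min reaction at room temperature / Signal: FRET, CFP and YFP emission / Control set: no-enzyme low control and enzyme-plus-DMSO high control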
# NR3A LBD binder – binders of NR3A ligand-binding domain, primary screen, biophysical, differential scanning fluorimetry, uHTS | actives 2.5% (n = 340,000) | Tm shift relative to glycine control, % at 25 µM | Glutamate receptor ionotropic, NMDA 3A (GRIN3A) ligand-binding domain | AID 1259313, 2017 | NR3A LBD differential scanning fluorimetry, Tm shift; 0% = protein alone, 100% = glycine-bound protein;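 active means melting temperature shift of at least 10% of the positive control shift, at one fixed dose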
# Active calls of the source: *; i = inactive; / = no result given.
# Start of the data: the first two entries, to show the layout:
MPTP block,hIAP act,SENP8 inh,SENP6 block,ATG4B inhibitor,PfG6PD inh,SENP1 FRET inh,NR3A LBD binder,canonical_smiles
1.5,1,-5,-4,3,-23,2,-1,O=C(c1ccco1)N1CCN(S(=O)(=O)c2cccc3nsnc23)CC1
0.4,1.1,2,12,-14,7,-1,-1,Cc1onc(-c2ccccc2)c1C(=O)OCC(=O)Nc1cc(S(=O)(=O)N2CCOCC2)ccc1Cl

# Main list (from the top)
MPTP block,hIAP act,SENP8 inh,SENP6 block,ATG4B inhibitor,PfG6PD inh,SENP1 FRET inh,NR3A LBD binder,canonical_smiles
1.5,1,-5,-4,3,-23,2,-1,O=C(c1ccco1)N1CCN(S(=O)(=O)c2cccc3nsnc23)CC1
0.4,1.1,2,12,-14,7,-1,-1,Cc1onc(-c2ccccc2)c1C(=O)OCC(=O)Nc1cc(S(=O)(=O)N2CCOCC2)ccc1Cl
0.3,0.96,-298,-4,0,14,2,-1,COCc1cc(=O)n2[nH]cc(-c3ccsc3)c2n1
-0.2,0.97,14,-9,7,6,-9,-1,CC1(C)Cc2noc(N)c2C(C)(C)N1O
2.6,1.3,12,-10,0,-10,0,-5,C/C(=N/NC(=O)CNC(=O)C(c1ccccc1)c1ccccc1)c1ccco1
-0.5,0.96,7,11,0,1,0,-1,CC(C)C(NC(=O)c1cccs1)C(=O)NC1=NCCS1 (configuration not stated)
-1.5,1.1,2,-5,-11,-15,-2,1,O=c1[nH]c(C2CCCN(S(=O)(=O)c3ccccc3)C2)nc2c1nnn2Cc1ccccc1F (configuration not stated)
0.0,0.91,18,7,17,4,0,-1,CCNC(=S)NNC(=O)Nc1ccccc1
90*,0.65,24,81*,7,-32,14,1,N#CC(C#N)=NNc1ccc([N+](=O)[O-])cc1
-0.3,0.78,3,-8,-1,-2,2,-1,CC(C)CCN(C)C1CCN(S(=O)(=O)c2ccc(F)cc2)CC1
-1.0,1,9,5,-9,-10,3,0,COC(=O)c1cccc(NC(=O)CCNC(=O)c2ccco2)c1
-8.9,1.1,-29,1,1,-6,0,-1,Cc1ccc(C)n1-c1ccncc1
0.6,1.1,7,-10,1,-3,1,0,O=C(NCCC1CCCCN1S(=O)(=O)c1ccc(F)cc1)C(=O)NCc1ccncc1 (configuration not stated)
-0.3,0.95,17,-4,-5,-3,2,-2,CC(C)[C@H](N)c1cn([C@@H](CC(N)=O)C(=O)N2CCNCC2)nn1
0.1,1,0,-9,-3,-1,0,1,Nc1ccc(C(=O)N2CCN(S(=O)(=O)c3ccc4c(c3)OCCO4)CC2)cc1[N+](=O)[O-]
0.4,/,i,/,/,6,-96,/,Cc1ccc(S(=O)(=O)c2nc(/C=C/c3ccccc3)oc2N2CCC(C(N)=O)CC2)cc1
-0.5,/,-18,/,/,10,2,/,O=C(Nc1ccn(CCCN2CCN(Cc3cccc4ccccc34)CC2)c(=O)n1)OCc1ccccc1
-0.8,0.66,5,-3,-1,-3,2,0,Cc1cc(NS(=O)(=O)c2ccc(NC(=O)CSc3nc4ncccc4[nH]3)cc2)nc(C)n1
-1.0,1,14,-7,4,1,1,/,CCC(CC)c1nnc(NC(=O)C2=COCCO2)s1
-0.1,0.85,-47,-11,-15,-8,2,-3,CCO[C@H]1OC(C(=O)NCc2nc3ccccc3[nH]2)=C[C@@H](c2ccc3c(c2)OCO3)[C@@H]1CCCO
4.2,1.1,23,12,5,-10,1,4,CC1CCCCN1C(=O)C(Cc1ccccc1)N1C(=O)C2CCCCC2C1=O (configuration not stated)
-0.1,0.91,4,31,2,7,1,4,O=C1c2ccccc2CCc2ccc(Br)cc21
0.3,0.98,6,10,-6,-10,-3,-1,CCN1CCN(c2nc3c(c(=O)[nH]c(=O)n3C)n2CCSc2nc3ccccc3s2)CC1
0.2,1.1,7,9,-8,-5,-1,0,Cc1ccc2c(c1)C1CN(C)CCC1N2S(=O)(=O)c1cccc(F)c1 (configuration not stated)
36,0.95,10,4,-12,19,-3,10,COc1ccccc1-c1c(C(F)(F)F)oc2cc(OS(C)(=O)=O)ccc2c1=O

# Single records, from the list above:
# O=C(c1ccco1)N1CCN(S(=O)(=O)c2cccc3nsnc23)CC1 in the list: MPTP block = 1.5; hIAP act = 1; SENP8 inh = -5; SENP6 block = -4; ATG4B inhibitor = 3; PfG6PD inh = -23; SENP1 FRET inh = 2; NR3A LBD binder = -1
# Cc1ccc2c(c1)C1CN(C)CCC1N2S(=O)(=O)c1cccc(F)c1 (configuration not stated) in the list: MPTP block = 0.2; hIAP act = 1.1; SENP8 inh = 7; SENP6 block = 9; ATG4B inhibitor = -8; PfG6PD inh = -5; SENP1 FRET inh = -1; NR3A LBD binder = 0

# Continued.
MPTP block,hIAP act,SENP8 inh,SENP6 block,ATG4B inhibitor,PfG6PD inh,SENP1 FRET inh,NR3A LBD binder,canonical_smiles
-0.3,0.99,3,2,-9,-1,1,-3,COCCn1c(N2CCN(c3ccc(OC)cc3)CC2)nc2c1c(=O)n(C)c(=O)n2C
-0.9,1.1,-2,-5,-2,-2,2,-3,Cc1cnc(C(=O)OC(C)C(=O)Nc2cccc3ccccc23)cn1 (configuration not stated)
-1.0,0.98,15,-4,4,2,2,-1,Cc1cccc(C)c1NC(=O)c1ccc(-n2cnnn2)cc1
-1.0,1.1,-94,2,-4,-9,1,0,Cc1nc2c(-c3ccccc3)c(C)nn2c(C)c1CCC(=O)NCc1ccco1
3.5,1,12,-10,7,22,0,-14,CCCn1c(CNc2ccc(Br)cc2)nc2ccccc21
1.9,0.9,-47,-14,-7,-5,-58,1,N#CC(C#N)=C/C(C#N)=C(/N)N1CCN(c2ccc(Cl)cc2)CC1
1.4,0.99,11,0,-2,25,2,2,CC(C)(C)C1CCC(OCC(O)CN2CCN(Cc3ccccc3)CC2)CC1 (configuration not stated)
-0.8,0.96,16,-6,-4,7,-2,3,O=C(CN1CCN(c2ccc(F)cc2)CC1)c1cccs1
2.7,1.1,18,-16,-3,14,1,11*,Cc1cc(Nc2ncc(Cl)cc2Cl)n(-c2ccccc2)n1
1.7,1.1,24,-23,-6,-1,0,0,COc1cnn(-c2cccc(C(F)(F)F)c2)c(=O)c1Cl
-1.0,1.1,23,-8,-13,3,2,-1,Cc1c(NS(=O)(=O)c2ccccc2)c(=O)n(-c2ccccc2)n1C
2.3,0.95,4,0,-3,-5,-2,2,Cc1nc(-c2nnc(SCC(=O)Nc3cc(Cl)cc(Cl)c3)n2C)cs1
-1.3,0.83,7,8,-12,9,2,1,O=C(COC(=O)Cc1c[nH]c2ccccc12)Nc1ccccc1C(F)(F)F
-0.9,/,-272,/,/,-5,2,/,COc1cc(/C=C/C(=O)OCC(=O)N2CCCCCC2)cc(OC)c1OC
2.0,1.1,3,-29,-5,1,4,1,CC[N+](C)(C)CC/C=C1/c2ccccc2Sc2ccc(Cl)cc21
-1.9,1,10,-7,-4,25,2,1,CCCc1nc2c(s1)CCc1onc(-c3ccc(OC)cc3)c1-2
14,/,29,/,25,-15,-2,0,CCC1=NN2C(=N)/C(=C\c3cccn3-c3ccc(Br)cc3)C(=O)N=C2S1
4.4,1.1,16,13,7,9,-1,-3,O=[N+]([O-])c1cc(S(=O)(=O)C(F)(F)F)ccc1N1CCN(c2ccccc2)CC1
-0.2,0.99,-24,1,-7,1,-35,-8,CC(=O)COc1ccc2c(-c3ccccc3)cc(=O)oc2c1
0.8,/,9,/,/,-1,1,/,C[C@H](CO)N1C[C@H](C)[C@@H](CN(C)S(=O)(=O)c2ccc(F)cc2)OCc2cnnn2CCCC1=O
2.1,1.1,-5,2,-15,10,-2,-2,CCN(Cc1ccccc1)C(c1ccccn1)c1nnnn1C(C)(C)CC (configuration not stated)
1.3,1,8,-2,-9,4,2,-2,O=C(/C=C/c1ccccc1)N1CCN(Cc2nc3ccccc3c(=O)[nH]2)CC1
-0.2,1.3,16,0,4,-6,0,-1,CC1=C/C(=N\NC(=O)c2cccs2)CC(C)(C)C1
1.9,1,2,12,-8,-12,-1,3,COCCNC(=O)COc1cccc2c1OC(C)(C)C2
-2.5,0.95,20,-13,-7,-21,1,2,CN(CC1COc2ccccc2O1)C(=O)Cn1cc(C(F)(F)F)ccc1=O (configuration not stated)

# Some of these compounds in order of the SENP8 inh value, largest number first.
MPTP block,hIAP act,SENP8 inh,SENP6 block,ATG4B inhibitor,PfG6PD inh,SENP1 FRET inh,NR3A LBD binder,canonical_smiles
14,/,29,/,25,-15,-2,0,CCC1=NN2C(=N)/C(=C\c3cccn3-c3ccc(Br)cc3)C(=O)N=C2S1
1.7,1.1,24,-23,-6,-1,0,0,COc1cnn(-c2cccc(C(F)(F)F)c2)c(=O)c1Cl
-0.3,0.99,3,2,-9,-1,1,-3,COCCn1c(N2CCN(c3ccc(OC)cc3)CC2)nc2c1c(=O)n(C)c(=O)n2C

# Following part
MPTP block,hIAP act,SENP8 inh,SENP6 block,ATG4B inhibitor,PfG6PD inh,SENP1 FRET inh,NR3A LBD binder,canonical_smiles
0.1,0.96,17,-23,2,-22,0,0,C=C(C)Cn1c(SCC(=O)O)nnc1-c1ccc(C(C)(C)C)cc1
0.9,0.99,7,-6,-5,1,1,1,COc1ccc(-n2cnnc2SCC(=O)N(C)c2ccccc2)cc1
-0.8,1.2,7,-9,21,9,1,1,COC(=O)Cc1ccc(NC(=S)NCc2cccc(OC)c2)cc1
0.6,1.3,15,-7,4,-8,1,0,COc1ccccc1C1=NOC(C)(c2nnc(Cc3ccccc3)o2)C1 (configuration not stated)

# Screening results: PubChem BioAssay, Sanford-Burnham Center for Chemical Genomics
